Screening data from PubChem.
SRC1 inh: SRC1 coactivator transcriptional activity inhibitors, primary screen, cell-based, luminescence; Nuclear receptor coactivator 1 (Homo sapiens), Q15788; HEK293 GAL4-SRC1 luciferase reporter; inhibition, % at 3.6 µM; 0.12% of 360,000 active; AID 588354, 2011;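 active = inhibition above the campaign mean plus 3 SD, with each screening campaign given its own cutoff, cut at about 60% in these data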;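 also: 0% = DMSO treated cells and 100% = gossypol at 36 µM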
Target sequence (Q15788 whole entry, looked up, the tested form may be a part): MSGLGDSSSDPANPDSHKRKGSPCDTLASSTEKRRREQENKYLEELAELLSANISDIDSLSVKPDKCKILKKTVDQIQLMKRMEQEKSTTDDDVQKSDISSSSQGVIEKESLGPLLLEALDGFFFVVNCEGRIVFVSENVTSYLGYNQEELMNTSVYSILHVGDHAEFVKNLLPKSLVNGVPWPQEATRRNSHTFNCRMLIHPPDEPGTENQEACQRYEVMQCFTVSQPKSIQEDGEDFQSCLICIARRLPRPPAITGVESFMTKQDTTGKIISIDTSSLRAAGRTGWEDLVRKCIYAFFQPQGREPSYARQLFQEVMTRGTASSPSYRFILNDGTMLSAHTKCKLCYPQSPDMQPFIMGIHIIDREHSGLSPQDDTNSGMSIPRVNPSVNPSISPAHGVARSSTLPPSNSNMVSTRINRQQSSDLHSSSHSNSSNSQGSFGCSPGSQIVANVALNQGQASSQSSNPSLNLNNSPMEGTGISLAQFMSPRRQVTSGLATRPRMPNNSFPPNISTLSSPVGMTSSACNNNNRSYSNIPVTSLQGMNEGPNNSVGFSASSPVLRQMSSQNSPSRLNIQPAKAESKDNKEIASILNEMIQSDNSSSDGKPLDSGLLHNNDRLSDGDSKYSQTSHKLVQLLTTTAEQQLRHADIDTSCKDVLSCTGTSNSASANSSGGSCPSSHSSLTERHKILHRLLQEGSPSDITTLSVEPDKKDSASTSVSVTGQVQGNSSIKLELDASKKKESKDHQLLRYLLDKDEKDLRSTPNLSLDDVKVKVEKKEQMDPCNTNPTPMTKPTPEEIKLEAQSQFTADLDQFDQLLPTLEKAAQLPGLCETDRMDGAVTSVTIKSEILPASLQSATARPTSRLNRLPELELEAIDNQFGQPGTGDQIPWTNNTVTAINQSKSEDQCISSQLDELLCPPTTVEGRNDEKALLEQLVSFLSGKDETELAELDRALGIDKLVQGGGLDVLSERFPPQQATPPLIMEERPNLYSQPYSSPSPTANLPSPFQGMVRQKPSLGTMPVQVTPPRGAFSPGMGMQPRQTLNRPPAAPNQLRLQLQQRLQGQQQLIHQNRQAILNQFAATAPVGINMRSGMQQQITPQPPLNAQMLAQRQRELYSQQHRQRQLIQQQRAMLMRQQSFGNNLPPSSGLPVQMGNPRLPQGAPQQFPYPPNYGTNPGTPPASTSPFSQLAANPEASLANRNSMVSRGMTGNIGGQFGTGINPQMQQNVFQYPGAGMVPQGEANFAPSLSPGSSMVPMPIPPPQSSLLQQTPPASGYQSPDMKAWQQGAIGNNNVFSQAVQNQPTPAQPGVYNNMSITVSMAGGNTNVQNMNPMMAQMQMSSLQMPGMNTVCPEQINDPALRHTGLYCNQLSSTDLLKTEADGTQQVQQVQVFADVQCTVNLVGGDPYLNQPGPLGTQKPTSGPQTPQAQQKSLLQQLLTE
COUP-TFII inh: NR2F2 transcriptional activity inhibitors, primary screen, cell-based, luciferase reporter, HEK293T, luminescence | COUP transcription factor 2 (Homo sapiens), P24468 | inhibition, % at 8.6 µM | HEK293T NGFI-A luciferase reporter | 0.7% of 370,000 active;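 active = inhibition above a per-plate cutoff, mean inhibition of test wells between control levels plus 3 SD, cut at about 38% in these data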;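 also: cells cotransfected with COUP-TFII expression vector driving the NGFI-A reporter; 0% = median of COUP-TF2 test wells and 100% = reporter-only cells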
SRC2 inh: inhibition of GAL4-SRC2 driven luciferase reporter, primary screen, SRC2 inhibitor project, cell-based, luminescence; Nuclear receptor coactivator 2 (Homo sapiens), Q15596; HEK293 GAL4-SRC2 luciferase reporter; inhibition, % at 9 µM; 0.17% of 370,000 active; AID 651957, 2012;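 active = inhibition above the mean inhibition of all tested compounds plus 3 SD, set per campaign, cut at about 52% in these data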;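 also: 0% = DMSO treated cells and 100% = cells given Gossypol at 36 µM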
CF NFkB block: inhibitors of PAF-induced NF-kB signaling, primary screen, cell-based, GFP fluorescence, uHTS; KKLEB NF-kB-GFP reporter, GFP fluorescence overnight; inhibition, % at 5 µM; 0.86% of 360,000 active; AID 588850, 2011;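 active = at least 50% inhibition at 5 µM, scaled per plate between neutral and stimulator controls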;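 also: PAF is a Pseudomonas aeruginosa culture filtrate used as stimulus; plate controls were PAF-stimulated DMSO wells for no effect and unstimulated DMSO wells for full effect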
SRC3 inh: SRC3 coactivator transcriptional activity inhibitors, primary screen, cell-based, luminescence; HEK293 GAL4-SRC3 luciferase reporter; inhibition, % at 3.6 µM; 0.17% of 360,000 active; Nuclear receptor coactivator 3 (Homo sapiens), Q9Y6Q9;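 active = inhibition above a per-campaign cutoff, the mean of all compounds plus 3 SD, cut at about 60% in these data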;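 also: 0% = DMSO-treated cells and 100% = gossypol-treated cells at 36 µM; higher means less SRC3-driven luciferase light from the GAL4 reporter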
TROY signal inh: inhibitors of TROY-driven NF-kB signaling, primary screen, Q293 LMP1-TROYcd cells, NF-kB luciferase, uHTS; Q293 LMP1-TROYcd NF-kB luciferase reporter, 4 h; inhibition, % at 10 µM; 0.98% of 360,000 active; AID 1347056, 2019;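 active = compounds whose plate-normalised and pattern-corrected inhibition of the luciferase reporter signal at the single screening dose is 50% or more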
EBV LMP1 NFkB: EBV LMP1-driven NF-kappaB luciferase reporter inhibitors, primary screen, cell-based, luminescence, single point. LMP1-induced NF-kappaB luciferase reporter cells. inhibition, % at 12.5 µM. 0.69% of 350,000 active; in the data active = inhibition above about 41%;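 also: 0% = neutral control wells and 100% = reference inhibitor control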
TWEAK-Fn14 inh: inhibitors of TWEAK-Fn14 signaling, primary screen, luciferase reporter cells, uHTS. TWEAK-stimulated Fn14 reporter cells, luciferase luminescence, 8 h. inhibition, % at 10 µM. 2% of 360,000 active. AID 1159606, 2016; in the data active = inhibition above about 50%
LRH-1 inv ag: LRH-1 (NR5A2) inverse agonists, primary screen, cell-based, luminescence, HEK293T, StAR-luciferase reporter; Nuclear receptor subfamily 5 group A member 2 (Homo sapiens), O00482; inhibition, % at 3.6 µM; AID 602396, 2012; LRH-1 transfected, 24 h; 0.13% of 360,000 active;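 active = inhibition above the mean inhibition of all tested compounds plus 3 SD, cut at about 73% in these data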;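 also: 0% = DMSO wells and 100% = reporter-only cells lacking LRH-1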
KKLEB cytotox: cytotoxicity in KKLEB CF airway cells, primary screen, cytotoxicity control for CF NF-kB inhibitor project, cell-based, uHTS, fluorescence assay plates; KKLEB CF airway cells viability, ATPlite luminescence, overnight; stronger effect = lower value; cells stimulated with P. aeruginosa culture filtrate; activity change (cytotoxicity), % at 5 µM; 0.36% of 360,000 active; AID 602141, 2011;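 active = corrected activity change at or below -50% at 5 µM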
C8 TRAIL sens: viability loss with TRAIL in NB7+C8 cells, primary screen, TRAIL sensitizer project, cell-based, ATPlite luminescence. 1% of 360,000 active. inhibition (viability loss, TRAIL sensitization), % at 10 µM;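 active = compounds causing at least 50% loss of cell viability in the single-dose screen, relative to plate controls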
* marks the source's active call; other numbers are inactive results; nt = not tested or not shown.

Sample of the layout:
SMILES	SRC1 inh	COUP-TFII inh	SRC2 inh	CF NFkB block	SRC3 inh	TROY signal inh	EBV LMP1 NFkB	TWEAK-Fn14 inh	LRH-1 inv ag	KKLEB cytotox	C8 TRAIL sens
CCOC(=O)Cc1csc(NC(=O)c2ccc(S(=O)(=O)N3CCOCC3)cc2)n1	9	17	20	2	10	19	6	-4	-6	6	-3
O=[N+]([O-])c1ccc(S(=O)(=O)CC(CN2CCCCC2)N2CCCCC2)cc1 (stereo not drawn)	0	-12	6	81*	21	-19	27	16	0	-43	9

The listing, from the first entry:
SMILES	SRC1 inh	COUP-TFII inh	SRC2 inh	CF NFkB block	SRC3 inh	TROY signal inh	EBV LMP1 NFkB	TWEAK-Fn14 inh	LRH-1 inv ag	KKLEB cytotox	C8 TRAIL sens
CCOC(=O)Cc1csc(NC(=O)c2ccc(S(=O)(=O)N3CCOCC3)cc2)n1	9	17	20	2	10	19	6	-4	-6	6	-3
O=[N+]([O-])c1ccc(S(=O)(=O)CC(CN2CCCCC2)N2CCCCC2)cc1 (stereo not drawn)	0	-12	6	81*	21	-19	27	16	0	-43	9
O=C(CN1C(=O)c2cccc3cccc(c23)C1=O)NCCCO	-4	-6	27	-6	1	-3	2	-6	-5	6	-2
COC(=O)c1ccc(C(C(=O)NCc2ccccc2)N(Cc2ccco2)C(=O)c2cnccn2)cc1 (stereo not drawn)	-36	4	5	-16	24	-15	-10	3	1	11	-5
CCOc1ccc2[nH]c(C)c(CN3CCCCCC3)c(=O)c2c1	6	13	2	-2	-6	-3	-2	0	16	3	-1
CCc1cccc(N(CC(=O)NCc2ccc(F)cc2)C(=O)c2csnn2)c1	-4	-2	-15	-1	4	-7	-2	-35	-11	10	3
CN(C)CCCN1C(=O)c2oc3ccc(Cl)cc3c(=O)c2C1c1cccnc1 (stereo not drawn)	-4	-15	-19	-5	-1	1	1	0	-17	10	-3
COc1ccc(C2=NOC(CNC(=O)c3ccccc3Br)C2)c(OC)c1 (stereo not drawn)	-20	16	3	-12	16	3	1	-4	5	18	3
COc1ccc(C(=O)Nc2ncc3c(n2)-c2ccccc2CC3)cc1	-5	8	-2	-2	11	-4	16	19	-13	-12	6
Cc1cc(C(=O)OCC(=O)Nc2ccc(F)cc2F)c(C)o1	-4	-28	16	-8	2	-11	-1	-11	7	0	11
COc1cc(C(=S)N2CCOCC2)cc(OC)c1OC(=O)c1cc([N+](=O)[O-])c(C)c([N+](=O)[O-])c1	-7	-2	0	11	16	-19	-3	2	0	-2	-5
CCN(CC(=O)Nc1ccccc1OC)C(=O)c1cc(S(=O)(=O)N2CCCCCC2)ccc1OC	1	-2	17	5	-28	-14	-2	-25	3	-2	-14
CCOc1ccc2[nH]cc(C(=O)NCCCN3CCOCC3)c(=O)c2c1	5	-11	6	2	20	-13	4	5	-2	5	11
CCOc1ccc(C2C(C(=O)c3ccc(C)o3)=C(O)C(=O)N2Cc2cccnc2)cc1 (stereo not drawn)	4	-3	15	-2	12	-6	0	14	14	7	17
CC1(C)C(=O)Nc2ccccc2N1C(=O)CSc1nnc2c(Cl)cc(Cl)cn12	-3	-6	-41	13	8	4	1	-14	11	1	0
CCN(CC(=O)NCc1ccc(Cl)cc1)C(=O)c1cc(S(=O)(=O)NCc2ccccc2)ccc1C	-16	2	0	24	-3	10	2	1	4	-24	2
Cc1cc(O)ccc1Nc1nc2ccccc2nc1Nc1ccc(O)cc1C	-31	-11	-29	-24	-19	-21	-9	17	11	5	1
O=C(O)CSc1c2c(nc3cc(C(=O)Nc4cccc(C(F)(F)F)c4)ccc13)CCC2	1	0	-1	-23	0	9	1	36	4	6	10
C=CCc1c(C)nc2cc(-c3ccccc3)[nH]n2c1=O	-67	-29	-53	-10	-136	-10	3	40	-118	-11	31
Cc1cc(NC(=O)C(C)SCC(=O)Nc2ccc(C(=O)OC(C)C)cc2)no1 (stereo not drawn)	-5	-11	4	14	-11	-5	-2	25	10	6	-3

The closing 2 compounds of the part before come first, to join the parts.
SMILES	SRC1 inh	COUP-TFII inh	SRC2 inh	CF NFkB block	SRC3 inh	TROY signal inh	EBV LMP1 NFkB	TWEAK-Fn14 inh	LRH-1 inv ag	KKLEB cytotox	C8 TRAIL sens
C=CCc1c(C)nc2cc(-c3ccccc3)[nH]n2c1=O	-67	-29	-53	-10	-136	-10	3	40	-118	-11	31
Cc1cc(NC(=O)C(C)SCC(=O)Nc2ccc(C(=O)OC(C)C)cc2)no1 (stereo not drawn)	-5	-11	4	14	-11	-5	-2	25	10	6	-3
Cc1ccc(NC(=O)C2CCCN2C(=O)OCc2ccccc2)c(C)c1 (stereo not drawn)	-24	-4	6	16	1	-4	-5	16	10	-9	-16
CC(C)CC(C(=O)Nc1ccccc1)N1C(=O)C2C3C=CC(C3)C2C1=O (stereo not drawn)	16	5	-26	20	24	11	-1	30	-3	-3	3
CN(Cc1ccccc1)C(=O)c1ccc(Nc2nc(C(N)COCc3ccccc3)cs2)nc1 (stereo not drawn)	4	36	-15	6	-9	18	nt	-10	-45	-11	16
CCOC(=O)c1oc2cc(O)c(CC)cc2c(=O)c1-c1cscn1	-9	0	-11	2	6	-12	5	-13	19	10	-4
O=c1cnnc(Nc2cccc(F)c2)[nH]1	3	-22	7	-9	7	20	-6	6	-2	18	1
CC1CCc2cc(F)cc3c(O)c(C(=O)NCCN(C)C)c(=O)n1c23 (stereo not drawn)	-12	-7	-31	3	-5	5	-5	9	-1	-18	5
CCOC(=O)C1=CCN(S(=O)(=O)c2ccc(C)cc2)C1c1cccs1 (stereo not drawn)	4	-4	-4	21	7	3	nt	12	-18	-15	-6
O=C(Nc1ccc(F)cc1)c1nc[nH]c1C(=O)Nc1ccccc1[N+](=O)[O-]	5	9	-16	28	28	4	-57	-8	-6	-30	9
COc1cccc(CN(C(=O)Cn2nnc(-c3ccccc3F)n2)C(C(=O)NC(C)(C)C)c2ccncc2)c1 (stereo not drawn)	-8	8	8	-1	26	-14	0	-36	3	-2	-8
COc1ccc(N2C(N)=C(C#N)C(c3ccsc3)C3=C2CCCC3=O)c(OC)c1 (stereo not drawn)	2	-1	9	6	-11	-26	-4	4	-2	0	-5
CC(Sc1ncn[nH]1)C(=O)Nc1cc(C(F)(F)F)ccc1Cl (stereo not drawn)	13	7	30	42	17	8	1	2	26	4	-1
COC(=O)Nc1ccc(S(=O)(=O)N2c3ccccc3CCC2C)cc1 (stereo not drawn)	-1	9	5	25	5	8	7	22	7	-6	23
Cc1cc(OCC(=O)N2CCOCC2)ccc1NC(=O)c1ccccc1C	-30	-22	-13	-14	-63	9	1	1	-17	12	42
O=C(c1cc2sccc2n1Cc1ccccc1)N1CCCc2ccccc21	-11	-5	-9	18	7	5	7	19	-13	-15	-3
COc1cccc(NC(=S)N(CCN(C)C)Cc2cccs2)c1	17	-17	-1	10	9	-6	2	41	5	13	-4
CCOC(=O)C1=C(CSc2nc3c(cc2C#N)CN(C)CC3)OC(N)=C(C#N)C1c1ccc(Cl)cc1 (stereo not drawn)	-6	5	-7	10	-8	-4	0	-1	-11	-18	-2
CCN1CCCC1CN(Cc1cc2ccc(C)cc2[nH]c1=O)C(=S)Nc1ccc(OC)cc1OC (stereo not drawn)	-5	-1	2	-18	11	4	-2	25	-29	-1	23
O=C(NCCc1ccc(Cl)cc1)c1cc(-c2ccccn2)nc2ccccc12	8	5	1	-8	11	-22	-3	-24	-2	11	19
CC1(c2ccccc2)NC(=O)N(CC(=O)N2CCN(S(=O)(=O)c3cccc([N+](=O)[O-])c3)CC2)C1=O (stereo not drawn)	-12	5	3	-2	-4	9	-1	12	-7	-6	-7
COc1cccc(NC(=O)c2ncc(Cl)c(Cl)c2Cl)c1	-31	-15	-81	0	-30	-25	-9	-42	-64	-5	1
COC(=O)Nc1ncc(CN2CCCCC2)s1	-5	2	17	-5	6	3	8	2	4	-6	1
NNC(=O)c1nc(-c2ccccc2)cc(-c2ccccc2)n1	10	11	-7	-27	12	26	-38	1	-5	9	-11
COC(C#CCCN(C)C)(c1ccccc1)c1ccccc1	-28	-5	-7	9	21	0	1	0	23	10	8
C[C@@H]1CN([C@@H](C)CO)C(=O)CCCn2cc(nn2)CO[C@H]1CN(C)S(=O)(=O)c1cn(C)cn1	-20	-4	-5	-6	-10	-3	-5	1	-30	-11	-7
CSCC[C@H](NC(=O)c1nn(C)c(=O)c2ccccc12)c1nc2ccccc2[nH]1	-7	3	-24	-13	9	-10	-3	-4	3	0	-1
O=S(=O)(Nc1ccc(OC(F)F)cc1)c1ccc(-c2ccon2)s1	-22	4	-8	-14	3	9	7	8	-5	20	-10
O=C(Nc1cccc(-c2cn3ccccc3n2)c1)c1cnccn1	-40	-16	-27	-18	-30	-52	-37	-16	-42	6	18

Printed as active in CF NFkB block, of those listed so far:
canonical_smiles,SRC1 inh,COUP-TFII inh,SRC2 inh,CF NFkB block,SRC3 inh,EBV LMP1 NFkB,TWEAK-Fn14 inh,LRH-1 inv ag
O=[N+]([O-])c1ccc(S(=O)(=O)CC(CN2CCCCC2)N2CCCCC2)cc1 (stereo not drawn),0,-12,6,81*,21,27,16,0
